High-throughput results: PubChem BioAssay, Sanford-Burnham Center for Chemical Genomics
SENP8 block-1 = inhibitors of human SENP8 protease; purified SENP8, Z-RLRGG-aminoluciferin cleavage, luminescence; inhibition, % at 10 µM; hit rate 1.2% among 330,000; AID 2540; in the data active = inhibition above about 50%
Target sequence (Q96LD8 whole entry, looked up): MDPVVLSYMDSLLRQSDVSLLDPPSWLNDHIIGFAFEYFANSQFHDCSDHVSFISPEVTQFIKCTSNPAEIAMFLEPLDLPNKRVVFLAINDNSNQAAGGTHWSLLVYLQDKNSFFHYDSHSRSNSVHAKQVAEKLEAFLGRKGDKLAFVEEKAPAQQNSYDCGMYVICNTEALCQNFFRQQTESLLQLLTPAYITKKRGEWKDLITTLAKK
APOBEC3G inh = blocks human APOBEC3G single-stranded DNA deamination. Q9HC16. recombinant A3G, ssDNA deamination FAM/TAMRA fluorescence. inhibition, % at 20 µM. hit rate 0.28% among 330,000. AID 493012;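 active = inhibition of at least 40% at 20 µM, with no more than 30% in the related APOBEC3A deaminase screen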;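 also: plate controls were DMSO wells with A3G for no effect and wells lacking A3G enzyme for full effect; some compounds called inactive have numbers as strong as hits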
Apaf-1 inh = human Apaf-1 inhibition; reconstituted apoptosome caspase-3 activity, DEVD-Rh110 fluorescence; inhibition, % at 20 µM; hit rate 0.71% among 330,000; active = inhibition of at least 40% at 20 µM;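 also: plate controls were DMSO wells for no effect and DEVD-CHO caspase inhibitor wells for full effect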
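System: Apoptosome proteins | Medium: Hepes pH 7.5 with detergent and BSA | Also added: Cytochrome c trigger plus (Z-DEVD)2-Rh110 caspase-3 substrate | Incubation: 30 min compound preincubation, 50 min activation, room temperature | Detection: Rhodamine 110 fluorescence at Ex 480/Em 540 nm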
SENP7 block = SENP7 protease inhibition. inhibition, % at 5 µM. recombinant SENP7, Z-RLRGG-aminoluciferin luminescence, 40 min. hit rate 1.5% among 330,000. AID 434973. Q9BQF6;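 active = inhibition above about 50% at the single test dose, limit read from the data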;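 also: plate controls were DMSO with enzyme for no effect and no enzyme buffer wells for full effect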
UBC13 polyUb = blocks human UBC13 polyubiquitin chain formation; hit rate 0.47% among 330,000; inhibition, % at 20 µM; P61088; TR-FRET; in the data active = inhibition above about 45%, passing the limit was not always enough
Target sequence (P61088 whole entry, looked up): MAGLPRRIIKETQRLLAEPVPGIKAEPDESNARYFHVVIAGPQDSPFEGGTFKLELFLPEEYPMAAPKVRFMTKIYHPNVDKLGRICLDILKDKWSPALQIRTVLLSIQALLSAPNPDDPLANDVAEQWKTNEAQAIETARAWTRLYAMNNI
SENP1 inh = blocks the human SENP1 SUMO protease catalytic domain | Q9P0U3 | recombinant SENP1 catalytic domain, CyPet-SUMO1-YPet FRET cleavage | inhibition, % at 10 µM | hit rate 0.21% among 360,000 | AID 624204;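 active = inhibition at least 30% at 10 µM, raw YFP signal under a set limit, fluorescence ratio 0.5 to 1.5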;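 also: 0% = enzyme with DMSO and 100% = no enzyme wells; some results filed as inactive read as strong as hits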
Target sequence (Q9P0U3 419-644 limits assumed): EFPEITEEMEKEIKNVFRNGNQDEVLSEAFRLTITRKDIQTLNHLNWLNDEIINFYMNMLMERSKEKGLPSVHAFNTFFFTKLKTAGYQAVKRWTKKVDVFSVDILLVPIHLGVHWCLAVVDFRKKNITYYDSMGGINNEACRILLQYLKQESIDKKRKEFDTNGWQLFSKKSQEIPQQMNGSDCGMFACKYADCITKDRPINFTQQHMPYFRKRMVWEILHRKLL
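Assay system – human recombinant His6-tagged SENP1 catalytic domain enzyme · Input – SENP1 enzyme, 20 pM final · Buffer or medium – Tris pH 8 buffer plus EDTA, NaCl, BME, BSA, NP40, catalase · Schedule – 50 min reaction at room temperature · Technique – FRET read of cyan and yellow fluorescence · Control set – no-enzyme wells low, DMSO-plus-enzyme wells high control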
SENP6 inh = blocks the human protease SENP6; Recombinant SENP6 catalytic domain, aminoluciferin luminescence; inhibition, % at 10 µM; hit rate 1.8% among 330,000;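 active = inhibition above about 50% at the single tested dose, limit read from the data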;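 also: plate controls were DMSO wells with enzyme for no effect and DMSO wells lacking enzyme for full effect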
Target sequence (Q9GZR1 628-1112 limits assumed): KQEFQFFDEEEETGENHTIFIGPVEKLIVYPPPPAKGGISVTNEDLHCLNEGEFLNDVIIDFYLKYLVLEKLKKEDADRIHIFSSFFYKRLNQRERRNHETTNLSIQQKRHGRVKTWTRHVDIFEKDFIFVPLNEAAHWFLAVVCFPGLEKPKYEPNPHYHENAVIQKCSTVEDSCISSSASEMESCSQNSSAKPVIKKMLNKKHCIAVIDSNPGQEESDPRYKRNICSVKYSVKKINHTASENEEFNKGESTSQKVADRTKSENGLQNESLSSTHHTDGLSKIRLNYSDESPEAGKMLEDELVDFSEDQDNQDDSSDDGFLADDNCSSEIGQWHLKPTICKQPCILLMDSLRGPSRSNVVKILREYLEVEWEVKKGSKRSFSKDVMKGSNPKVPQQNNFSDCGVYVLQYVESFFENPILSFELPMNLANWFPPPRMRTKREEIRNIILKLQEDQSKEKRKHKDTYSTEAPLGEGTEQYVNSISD
SENP8 block-2 = SENP8 (human) protease inhibition; Q96LD8; recombinant SENP8, Nedd8 substrate fluorescence; inhibition, % at 20 µM; hit rate 0.64% among 360,000; AID 602440; in the data active = inhibition mostly above about 40%, no sharp cut-off; inactive = mostly below about 27%
Starred values were filed as active, the others as inactive; . = not tested or not shown.

SMILES	SENP8 block-1	APOBEC3G inh	Apaf-1 inh	SENP7 block	UBC13 polyUb	SENP1 inh	SENP6 inh	SENP8 block-2
O=C1NC2(CCCCCC2)C(=O)N1Cc1ccc([N+](=O)[O-])cc1	-13	-5	4	-11	-9	5	-5	2
CCOC(=O)C1=C(C)Nc2nnnn2C1c1ccccc1Cl (stereo unspecified)	-3	-6	-5	2	5	0	0	3
CCOC(=O)[C@H]1[C@H]2COc3ccccc3[C@@H]2N2C(=O)c3ccc(C)cc3NC(=O)[C@@]12C	-6	-8	7	-2	5	-1	-9	0
CC1CCCN(c2sc(S(C)(=O)=O)nc2S(=O)(=O)c2ccc(Cl)cc2)C1 (stereo unspecified)	-3	-1	18	14	-4	1	5	15
COCCNC(=O)C(c1ccccc1F)N(C(=O)C(=O)NC1CCCC1)C1CCCCC1 (stereo unspecified)	-1	-3	-6	-2	2	2	-8	1
Cc1cc2nncn2c2ccccc12	-5	-5	3	-6	-3	2	-6	34
COc1ccc(C(=O)Nc2nncs2)cc1S(=O)(=O)N1CCOCC1	1	11	3	4	2	2	-3	12
O=C(CC(=O)c1ccccc1O)c1cccc(F)c1	8	1	13	30	-5	4	19	16
CCC(=O)Nc1c2c(nn1-c1cccc(Cl)c1)CSC2	-5	4	17	-7	-11	1	-5	10
Cc1c(OCC(=O)N2CCC(C(=O)O)CC2)ccc2c1oc(=O)c1ccccc12	-5	-7	0	-2	14	-1	-8	-197
Cc1nnc2sc(SCC(=O)Nc3cccc(Cl)c3)nn2c1=O	-3	-7	-16	0	15	1	-3	14
CC(C)CNC(=O)C1CCN(c2ccc(S(=O)(=O)N3CCOCC3)cc2[N+](=O)[O-])CC1	2	-3	-13	-2	16	1	2	32
CCOC(=O)c1c(OCC)[nH]c2c1cc(O)c1ccccc12	6	-4	28	0	-6	-63	-2	-170
Cc1ccc(C(=O)Nc2nnc(NC(=S)Nc3ccccc3)s2)cc1	6	-7	-8	-1	15	2	10	-35
N#Cc1c(SCC(N)=O)nsc1SCc1ccccc1Cl	-9	-5	13	4	10	2	0	16
O=C(O)CN1C(=O)/C(=C\c2cccc(OCc3ccc(F)cc3)c2)SC1=S	-12	-7	12	-7	-16	4	-14	7
COc1ccc(Nc2ncc(C(=O)N3CCN(Cc4ccccc4)CC3)c3ccccc23)cc1	-3	0	23	4	4	2	-5	-81
Cc1nc([N+](=O)[O-])cn1CCCCN1C(=O)c2ccccc2C1=O	12	-4	5	2	-4	0	-13	-4
CC(C)N(CC(N)=O)C(=O)c1sc2cc(F)ccc2c1Cl	2	-2	-3	1	6	2	4	19
COC1CCCCC1NS(=O)(=O)c1ccccc1 (stereo unspecified)	-1	-1	-2	-5	6	1	-6	22
COc1ccc(NC(=S)Nc2ccccc2SC)c(OC)c1	7	5	2	9	-3	-2	12	28
COc1ccc2nc(N3C(=O)CC(Cc4cc(C)cc(C)c4)C3=O)sc2c1 (stereo unspecified)	-12	-3	21	-3	-14	0	-4	20
COc1ccc(C2SCC(=O)N2Cc2ccccc2)cc1 (stereo unspecified)	0	1	12	-4	2	1	2	9
O=c1[nH]c(/C=C/c2ccc(Br)cc2)nc2c1cnn2-c1ccccc1	3	-4	-10	3	18	.	-11	.
O=C1CCC2S/C(=C/Nc3ccc(C(F)(F)F)cc3)C(=O)N12 (stereo unspecified)	-4	-5	1	-3	0	-10	12	7
Cc1noc(C)c1S(=O)(=O)Nc1ccc(C(C)C)cc1	-6	-8	0	1	12	3	-24	10
COc1cccc(OC)c1OCCCOc1ccc([N+](=O)[O-])cc1Cl	-1	-3	11	0	9	-1	-28	14
CC(=O)Nc1c([N+](=O)[O-])cc2[nH]c(=O)[nH]c2c1[N+](=O)[O-]	-4	-6	3	-3	-26	1	-5	31
Cc1ccc(OCCCc2c(C)n[nH]c2C)cc1	-12	-5	17	-7	13	1	-44	6
CS(=O)(=O)c1ccccc1C(=O)N1CCN(S(=O)(=O)c2ccc(C3CCCCC3)cc2)CC1	0	-5	24	-6	5	0	5	0

Some of the entries above, set out differently:
O=C(CC(=O)c1ccccc1O)c1cccc(F)c1
  SENP8 block-1 = 8 | APOBEC3G inh = 1 | Apaf-1 inh = 13 | SENP7 block = 30 | UBC13 polyUb = -5 | SENP1 inh = 4 | SENP6 inh = 19 | SENP8 block-2 = 16

CCC(=O)Nc1c2c(nn1-c1cccc(Cl)c1)CSC2
  SENP8 block-1 = -5 | APOBEC3G inh = 4 | Apaf-1 inh = 17 | SENP7 block = -7 | UBC13 polyUb = -11 | SENP1 inh = 1 | SENP6 inh = -5 | SENP8 block-2 = 10

Cc1c(OCC(=O)N2CCC(C(=O)O)CC2)ccc2c1oc(=O)c1ccccc12
  SENP8 block-1 = -5 | APOBEC3G inh = -7 | Apaf-1 inh = 0 | SENP7 block = -2 | UBC13 polyUb = 14 | SENP1 inh = -1 | SENP6 inh = -8 | SENP8 block-2 = -197

Further compounds
SMILES	SENP8 block-1	APOBEC3G inh	Apaf-1 inh	SENP7 block	UBC13 polyUb	SENP1 inh	SENP6 inh	SENP8 block-2
CCOc1ccccc1Oc1c(C)oc2c(CN3CCN(C)CC3)c(O)ccc2c1=O	-8	-3	-21	6	24	-1	1	-287
Cc1cc(C)n(-c2nc(-c3ccccc3)cs2)n1	-12	4	11	5	-2	1	17	14
CCOc1ccc(NC(=O)CC2C(=O)NCCN2C(=O)c2ccc(Cl)cc2)cc1 (stereo unspecified)	-11	-5	1	-9	-11	-2	6	11
CC(NC(=O)C12CC3CC(C1)CC(n1cncn1)(C3)C2)C12CC3CC(CC(C3)C1)C2 (stereo unspecified)	15	1	11	0	-8	2	16	17
COCCCN1C(=O)C(=O)/C(=C(/O)c2ccc(OC)cc2)C1c1ccc(O)c(OC)c1 (stereo unspecified)	-1	-5	11	-4	-6	1	-2	17
O=C(NC1CCCCC1)C(c1ccc(F)cc1)N(Cc1ccco1)C(=O)Cn1nnc2ccccc21 (stereo unspecified)	0	-5	-15	15	2	-1	16	29
CCOC(=O)c1ccc(NC(=O)CS(=O)(=O)c2cn(CC)c3ccccc23)cc1	-5	-2	11	-1	3	-2	10	15
COCCCNS(=O)(=O)c1ccc2[nH]c(=O)[nH]c2c1	7	-6	-30	10	11	0	-2	28
CS(=O)(=O)c1ccc(NC(=O)c2ccc3c(c2)S(=O)(=O)N=C2CCCCCN23)cc1	11	-6	-9	1	3	-1	-6	-24
CCCCn1nnnc1NCc1ccc(C)cc1	-4	-2	-6	15	-3	2	-7	7
Cc1cc(C)c(C(=O)Nc2cccc(F)c2)c(Cl)n1	3	-1	-4	7	5	1	5	11
COc1cc(CO)cc(Br)c1OCC(=O)N1CCCCC1	6	0	1	1	10	1	-3	1
CC(=O)N1CCN(C(=O)c2cc(S(=O)(=O)N(C)Cc3ccccc3)ccc2Cl)CC1	12	-9	7	0	2	0	-6	0
Cc1ccc(F)cc1NC(=O)COC(=O)C1CCN(c2ccc(C(F)(F)F)cn2)CC1	1	4	17	5	6	-1	6	-80
O=C(Nc1ccccc1[N+](=O)[O-])c1cc(S(=O)(=O)Nc2ccccn2)ccc1Cl	5	-9	6	1	0	1	-6	17
O=C1CC(NS(=O)(=O)c2cccs2)CN1c1cccc(F)c1 (stereo unspecified)	1	-8	1	3	6	3	-13	0
Cc1cccc(N2CCN(C(=O)c3ccncc3)CC2)c1C	-5	-4	7	6	6	2	-4	19
O=C(O)c1ccc(CSc2nnc(-c3ccco3)o2)cc1	-6	4	7	2	2	1	-3	-1
CCOC(=O)N/N=C/c1ccc(OCCSc2ccc(Cl)cc2)c(OCC)c1	-8	-10	5	-5	-4	4	-9	7
O=C(C1CCCN(S(=O)(=O)c2cccc3nonc23)C1)N1CCC(Cc2ccccc2)CC1 (stereo unspecified)	-13	-3	20	-8	-15	5	-6	13
O=C(/C=C/c1ccc(F)cc1)Nc1ccc(S(=O)(=O)Nc2ncccn2)cc1	-2	-4	-12	8	-1	-12	0	1
CCOC(=O)/C(C#N)=C/c1cccn1-c1ccc(Cl)cc1	1	-5	-4	0	9	0	-15	-60
COc1ccc(/C=N/NC(=O)Nc2cccc3nsnc23)cc1OC	4	1	11	2	17	-33	8	-130
COc1ccc2c(c1)CCC/C2=N/OC(=O)c1ccccc1OC	-3	5	15	10	1	2	-2	5
COc1cccc(N/C(N)=N/c2nc(CSc3ccccn3)cc(=O)[nH]2)c1	-1	0	4	-3	2	.	-1	.
CCN(CC)CCCn1c2c(c(SCC(=O)Nc3cccc(C(C)=O)c3)nc1=O)CCC2	-3	-9	7	-10	-3	-1	-10	8
CN(CC(O)COc1c(F)cc(Br)cc1F)C1CCCCC1 (stereo unspecified)	-3	-2	21	8	8	-2	-1	8
Cc1ccc(Cl)cc1N1CCN(S(=O)(=O)c2ccc(-c3ccc(=O)[nH]n3)o2)CC1	4	4	9	2	0	2	1	-11
COc1ccc2[nH]c(=O)c(CN(CCCN3CCOCC3)C(=O)NCc3ccccc3)cc2c1	-2	1	-2	0	-2	1	-3	-219
CCCCNC(=O)CCCCn1c(=S)[nH]c2c([nH]c3ccc(OC)cc32)c1=O	8	-5	-2	9	-19	2	-8	-93
Cc1cc(C(=O)Nc2cccc(S(=O)(=O)N3CCCCC3)c2)c2ccccc2n1	3	1	15	22	-4	-3	-1	23
O=C(CN1CCN(S(=O)(=O)N2CCCCCC2)CC1)Nc1ccc(F)cc1	-2	-9	3	2	2	2	-14	5
COCC(=O)Nc1cc(Cl)ccc1C	1	0	3	3	4	4	9	-1
CCC(=O)OCC(=O)Nc1cc(C)c(C)cc1[N+](=O)[O-]	-6	6	12	5	-16	3	-17	12
Cc1nc2c(c(=O)c3ccccc3n2C)c(=O)n1C1CCCCCC1	-4	-8	-4	5	10	-2	-11	-1
O=C1CSCN1c1ccc(Cl)c(Cl)c1	-12	-9	-1	-2	-13	1	-4	10
C[C@@H]1NC(=O)[C@@]2(C)[C@@H](c3ccccc3)[C@H]3COc4ccc(Cl)cc4[C@@H]3N2C1=O	1	-11	-5	-1	16	0	0	4
O=C1C2CC=CCC2C(=O)N1CC(=O)N(Cc1ccccc1)C1CCS(=O)(=O)C1 (stereo unspecified)	6	-4	-5	2	6	-2	11	12
OC(COc1cccc(OCC(O)CN2CCCC2)c1)CN1CCCC1 (stereo unspecified)	-14	7	15	11	3	-2	-1	34
O=C(/C=C\c1cn(-c2ccccc2)nc1-c1cccs1)N1CCOCC1	-6	3	17	7	6	0	-13	-342
CC(C)(C)c1ccc(Oc2ccc(NC(=O)c3ccccc3C(=O)O)cn2)cc1	10	-5	-14	1	-1	2	11	-10
O=C(CN1CCCCC1)NC(=O)NCc1ccccc1	0	-10	0	3	8	5	-13	17
O=C(Nc1ccccc1C(=O)N1CCCCC1)c1ccc(Cl)cc1Cl	0	-5	0	12	6	-3	-12	12
CCOC(=O)c1ccc(NC(=O)Cn2nnc(-c3ccc(F)cc3)n2)cc1	2	-5	-5	-1	1	-3	-5	5
COc1ccc(N2C(S)=C(C#N)C(=O)NC2c2ccco2)cc1 (stereo unspecified)	-9	-5	2	0	0	0	-14	23
CC(C)=CC(=O)Nc1ccccc1C(N)=O	-3	-7	-1	2	4	0	-31	2
Nc1nc(Sc2ncccc2[N+](=O)[O-])n[nH]1	2	-5	-9	1	0	0	-23	22
Cc1ccc(C(=O)C[n+]2cc(Br)cc(Br)c2)cc1	4	13	3	6	-8	-1	9	5
CCn1cnc2sc(-c3ccccc3)cc2c1=O	21	-2	8	10	-2	0	58*	-29
Cc1ccc(Cn2c(CN3CCOCC3)nc3c2c(=O)[nH]c(=O)n3C)cc1	3	-4	-21	2	10	-1	16	13

2 entries drawn at random from those above, as already listed:
SMILES	SENP8 block-1	APOBEC3G inh	Apaf-1 inh	SENP7 block	UBC13 polyUb	SENP1 inh	SENP6 inh	SENP8 block-2
CC(C)=CC(=O)Nc1ccccc1C(N)=O	-3	-7	-1	2	4	0	-31	2
CCn1cnc2sc(-c3ccccc3)cc2c1=O	21	-2	8	10	-2	0	58*	-29
